SDO1 yeast rescue = restores growth of sdo1-depleted yeast. S. cerevisiae sdo1-depleted JHY4D growth rescue, OD600 30 h; active compounds read high; pdr5 snq2 efflux-pump mutant strain. z-score at 10 µM. 140,000 compounds, 0.21% hits. AID 817;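 active = z-score above 3 at both the 24 hr and the 30 hr optical density reads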;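 note: z-score against mean and SD of all compound wells on the same plate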
INS promoter inh = TRM-6 insulin promoter activity inhibition. TRM-6 cells (human fetal islet line), insulin promoter-eGFP reporter, imaging; reporter expression induced with tamoxifen. inhibition, % at 2 µM. 130,000 compounds, 0.9% hits;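 active = inhibition above the mean plus 3 SD, with well images judged a real hit on visual review, cut at about 60% in these data, passing the limit was not always enough; inconclusive = inhibition over the cutoff but images rejected on review; inactive = inhibition not above the cutoff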
SDO1 yeast rescue Rescue 24 h = second read-out of SDO1 yeast rescue, no call of its own (marks repeat the call); z-score; S. cerevisiae sdo1-depleted JHY4D growth rescue, OD600; measured here: growth rescue at 24 h;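 0 is the plate mean of compound wells and units are plate SD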
An asterisk follows results filed as active; ? = inconclusive; nt = not tested or not shown; & = joins results of further samples. These rows are one share of the data; rates above refer to the full screens.

SMILES	SDO1 yeast rescue	SDO1 yeast rescue Rescue 24 h	INS promoter inh
C=CCn1c(O)c(C=Nc2ccc(OC)cc2C)c(=O)[nH]c1=O	0.77	0.16	28.6
COCc1cc(C2SCC(=O)Nc3c2c(=O)[nH]n3C(C)C)ccc1OC (centres undefined)	0.57	0.29	34.2
CN1CCC(N(C)c2ncnc3ccc(Br)cc23)CC1	0.1	0.05	?
O=C(COc1ccc(Cl)cc1)N1CCN(C/C=C/c2ccccc2)CC1	-0.9	0.26	6.5
COc1cc(OC)cc(C(=O)Nc2ccc(Br)cc2C(=O)c2ccccc2)c1	-1.4	-0.42	nt
CCCC(C)(COC(N)=O)COC(=O)NC(C)C (centres undefined)	-0.12	-0.55	-40.9
N#CC(C#N)=Cc1ccc(-c2ccccc2F)o1	0.63	2	-86.2
O=c1c2ccccc2nc(CNCc2ccco2)n1-c1ccc(F)cc1	-0.26	-0.88	nt
O=[N+]([O-])c1ccc(NCCO)c2ncccc12	2.23	1.81	20.0
O=C(Cn1c(=O)c(C(F)(F)F)nc2ccccc21)N1CCC2(CC1)OCCO2	0.03	0.67	nt
CC(C)C(=O)N1CCN(CCN=Cc2c(O)n(C)c(=O)n(C)c2=O)CC1	-0.1	-0.19	nt
Cc1ccccc1-n1c(O)c(/C=N/c2nccs2)c(=O)[nH]c1=O	0.78	0.17	15.4&15.4
O=c1[nH]c(=O)n(CCC2=CCCCC2)c(O)c1C=Nc1cccc(F)c1	-0.41	0.13	-8.3
O=c1c2cc([N+](=O)[O-])ccc2nc(CN2CCOCC2)n1-c1ccccc1F	-0.31	0.03	nt
CC(C)c1cccc(C(C)C)c1OCCn1ccnc1	0.47	1.82	-28.6
Cc1c(N=Cc2c(O)n(Cc3ccco3)c(=O)[nH]c2=O)c(=O)n(-c2ccccc2)n1C	-0.45	-0.88	52.0
CC(=O)N(C1=NCCCS1)c1ccc(Cl)cc1	nt	nt	20.0
Cc1ccc(OCC(=O)N2CCN(CC3CC4C=CC3C4)CC2)cc1 (centres undefined)	-0.91	-2.28	-64.3
O=C(CNS(=O)(=O)c1ccc(Br)s1)N1CCC2(CC1)OCCO2	-0.15	-0.38	-6.1
OC(C#CCN1CCOCC1)(c1ccccc1)C1CCCC1 (centres undefined)	0.49	0.42	-48.8
O=C(CN1CCOCC1)c1cccc2ccccc12	-0.05	0.47	0.0
CN(C(=O)Oc1ccc(C(C)(C)C)cc1)c1ccccc1	nt	nt	-17.6
Cn1c(O)c(C=NCc2ccco2)c(=O)n(C)c1=O	1.08	0.88	-40.0
CC1=C(C(=O)O)N2C(=O)C(NC(=O)CCCC(=O)O)C2SC1 (centres undefined)	nt	nt	-40.0
CCc1ccc(N2C(=O)NC(=O)C(Cc3ccc(OC)cc3OC)C2=O)cc1 (centres undefined)	0.4	0.63	-10.3
O=C(COC(=O)Cc1ccccc1)Nc1cccnc1Cl	nt	nt	-36.4
O=C1C2CCCC1C(N1CCCC1)CC2 (centres undefined)	1.08	0.94	-72.4
CCOC(=O)c1c(C)[nH]c(C(=O)C(Cc2ccccc2)N(C)C)c1C (centres undefined)	0.34	0.19	17.1
O=P(OCC(F)(F)C(F)F)(N1CCOCC1)N1CCOCC1	0.96	0.41	35.7
Cc1ccc(C2C(S(C)(=O)=O)=C(O)C(=O)N2c2ccccc2)cc1 (centres undefined) (tested in a mixture with another compound)	0.42	-0.75	nt
CCOCCCN=Cc1c(O)n(Cc2ccccc2)c(=O)[nH]c1=O	0.54	0.87	-41.2
CN1C(=O)NC(=O)C2(Cc3ccccc3N3CCOCC32)C1=O (centres undefined)	0.68	0.21	13.9
O=C(c1cc2nc(-c3ccccc3)cc(-c3ccccc3)n2n1)N1CCC2(CC1)OCCO2	-0.92	-1.08	-29.7
CC12CN3CC(C)(CN(C1)C3c1cccnc1)C2=O (centres undefined)	0.64	0.73	61.3
O=C(Cc1ccccc1)Oc1cccc(N2C(=O)CCC2=O)c1	0.34	-0.69	23.5
CCOC(=O)C1=C(N)Oc2cc(C)oc(=O)c2C12C(=O)N1c3c(cc(OC)cc32)C(C)=CC1(C)C (centres undefined)	-0.01	-0.73	-30.2
CCCCn1c(O)c(C(C)=NCCCn2ccnc2)c(=O)[nH]c1=O	0.36	0.28	-24.1
O=C(COc1ccc(Cl)cc1Cl)N1CCN(C/C=C/c2ccccc2)CC1	-1.07	-0.67	-6.5
COc1cccc(N2C(=O)NC(=O)/C(=C/c3ccc4c(c3)Cc3ccccc3-4)C2=O)c1	nt	nt	-10.0
CCC(C)n1c(O)c(C(c2ccccn2)c2c(O)n(C(C)CC)c(=S)[nH]c2=O)c(=O)[nH]c1=S (centres undefined)	0.7	-0.75	50.0
O=C(Nc1cccc(C(F)(F)F)c1)c1cccn(Cc2ccc3c(c2)OC(F)(F)O3)c1=O	-1.24	-0.23	-53.3
CN(C)c1ccc(NC(=O)CN2C(=O)CN=C(c3ccccc3)c3ccccc32)cc1	-1.42	-1.01	nt
O=C1NC(=O)N(c2ccc3c(c2)OCO3)C(=O)/C1=C\c1ccc(N2CCCCC2)o1	0.19	-0.4	nt
CN1C(=O)C(=Cc2ccccc2OCCOc2ccc([N+](=O)[O-])cc2)C(=O)N(C)C1=O	nt	nt	-37.5
COc1ccc(C(=O)C2CCCN(Cc3ccccn3)C2)c(OC)c1 (centres undefined)	nt	nt	-13.0
COc1ccc(C2=NCc3nnc(C)n3-c3ccc(Cl)cc32)cc1Cl	-0.21	-1.53	-28.6
CC(=NCCN1CCOCC1)c1c(O)n(C2CCCCC2)c(=O)[nH]c1=O	-0.12	-0.47	nt
CC(=NCc1ccco1)c1c(O)n(Cc2ccccc2)c(=O)[nH]c1=O	-0.15	0.5	-42.9
C=C(c1ccccc1)P(=O)(O)O	2.55	2.83	50.0
CCC(=O)N1c2ccc(S(=O)(=O)CCC(=O)N3CCC4(CC3)OCCO4)cc2CC1C (centres undefined)	0.38	1.01	-68.8
Further structures follow.
SMILES	SDO1 yeast rescue	SDO1 yeast rescue Rescue 24 h	INS promoter inh
N#CCP(=S)(c1ccccc1)c1ccccc1	-0.2	-0.44	-33.3
CC(C)C(=O)c1cn(Cc2ccccc2C#N)c2ccccc12	-1.46	-0.56	-6.2
O=c1[nH]c(=S)n(-c2ccccc2F)c(O)c1C=NCc1ccco1	0.12	-1.09	0.0
C=CCN1C(=O)/C(=C/c2cc(C)n(-c3cccnc3)c2C)C(=O)NC1=S	0.22	-0.44	10.5
O=C(CCNS(=O)(=O)c1ccccc1)Nc1ccc(Cl)cc1C(=O)c1ccccc1	-0.73	-0.68	nt
CCOP(=O)(OCC)C(O)c1cccc([N+](=O)[O-])c1 (centres undefined)	nt	nt	-18.2
CCOC(=O)C1(CCc2ccccc2)CCN(C2CCSCC2)CC1	nt	nt	-6.2
COc1ccc(CN2C(=O)NC(=O)/C(=C\c3cc(OC)c(OC)c(OC)c3)C2=O)cc1	nt	nt	-17.6
CSCCC(N=Cc1c(O)n(-c2ccc(Br)cc2)c(=O)[nH]c1=O)C(=O)OC(C)(C)C (centres undefined)	1.04	0.81	-2.9
CC(=NCCCn1ccnc1)c1c(O)n(C)c(=O)n(C)c1=O	1.56	1.26	30.3
COc1ccc(-n2c(O)c(C(C)=NCCCn3ccnc3)c(=O)[nH]c2=O)cc1	0.08	-0.19	25.6
COc1ccccc1-n1c(CNCC2CCCO2)nc2ccccc2c1=O (centres undefined)	-0.86	-1.32	16.7
COc1ccc(CC(=O)N2CCN(C)CC2)cc1	0.38	-0.5	-5.9
COc1ccc(OC)c(NC2=NCCS2)c1	nt	nt	29.4
O=C1/C(=C\c2cc3c(cc2Br)OCO3)N2CCC1CC2	-1.7	-1.35	12.0
O=C(C1CC(c2ccccc2O)=NO1)N1CCC2(CC1)OCCO2 (centres undefined)	0.02	-0.34	-33.3
